DRD3 agonist = activates the human D3 dopamine receptor; D3R DiscoveRx beta-arrestin cells, luminescence, 90 min; max activation, %; 410,000 compounds, 0.58% hits; in the data active = max activation above about 30%; note: 0% is about no effect; mostly tested at two doses, the higher about 12 µM
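Cells at 1500/well, incubated overnight, then treated with pinned compounds (dopamine as control) for 90 min at 37 degrees C. DiscoveRx reagent added for 30 - 60 minutes at room temperature; luminescence read.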
PLK1 PBD block = PLK1 (human) polo-box domain binding inhibition; P53350; Plk1 PBD binding of FITC phosphopeptide, fluorescence polarization; Potency, µM, for the others: max response, negative = inhibition, hits mostly inhibitors; 360,000 compounds, 2.8% hits; AID 720504; note: potency is the fitted concentration of half-maximal effect; series mostly up to about 57 µM; % is set by controls: 0 for no effect and ±100 for the full control effect; nearly all actives have a fitted effect of over 65% in size
PI5P4K alpha inh = inhibitors of human PI5P4K alpha. AID 652105. PI5P4Kalpha enzyme, ADP-Glo luminescence, 60 min; active compounds read low. max response, %. P48426. 330,000 compounds, 1.2% hits; active = max response of -50% or lower; inconclusive = between -30% and -50%; inactive = -30% or higher; note: value at the top dose of about 77 µM; % is set by controls: 0 for no effect and ±100 for the full control effect
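ADP-Glo luminescence end-point read after a 60 min room-temperature kinase reaction of PI5P4Kalpha plus substrate, initiated with ATP at 5 microM final. Buffer: 0.038 M HEPES pH 7.4, EGTA, 0.1% CHAPS, 5% DMSO.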
WRN inhibitor = inhibitors of human WRN helicase; Potency, µM (highest dose often 114 µM), for inactives: top-dose activity change, negative = inhibition, most hits filed as inhibitors; WRN helicase unwinding, fluorescent forked duplex, kinetic; Q14191; 360,000 compounds, 0.46% hits; note: potency is the fitted concentration of half-maximal effect; % is set by controls: 0 for no effect and ±100 for the full control effect; nearly all actives have a fitted effect of over 55% in size
Target sequence (Q14191 whole entry, looked up): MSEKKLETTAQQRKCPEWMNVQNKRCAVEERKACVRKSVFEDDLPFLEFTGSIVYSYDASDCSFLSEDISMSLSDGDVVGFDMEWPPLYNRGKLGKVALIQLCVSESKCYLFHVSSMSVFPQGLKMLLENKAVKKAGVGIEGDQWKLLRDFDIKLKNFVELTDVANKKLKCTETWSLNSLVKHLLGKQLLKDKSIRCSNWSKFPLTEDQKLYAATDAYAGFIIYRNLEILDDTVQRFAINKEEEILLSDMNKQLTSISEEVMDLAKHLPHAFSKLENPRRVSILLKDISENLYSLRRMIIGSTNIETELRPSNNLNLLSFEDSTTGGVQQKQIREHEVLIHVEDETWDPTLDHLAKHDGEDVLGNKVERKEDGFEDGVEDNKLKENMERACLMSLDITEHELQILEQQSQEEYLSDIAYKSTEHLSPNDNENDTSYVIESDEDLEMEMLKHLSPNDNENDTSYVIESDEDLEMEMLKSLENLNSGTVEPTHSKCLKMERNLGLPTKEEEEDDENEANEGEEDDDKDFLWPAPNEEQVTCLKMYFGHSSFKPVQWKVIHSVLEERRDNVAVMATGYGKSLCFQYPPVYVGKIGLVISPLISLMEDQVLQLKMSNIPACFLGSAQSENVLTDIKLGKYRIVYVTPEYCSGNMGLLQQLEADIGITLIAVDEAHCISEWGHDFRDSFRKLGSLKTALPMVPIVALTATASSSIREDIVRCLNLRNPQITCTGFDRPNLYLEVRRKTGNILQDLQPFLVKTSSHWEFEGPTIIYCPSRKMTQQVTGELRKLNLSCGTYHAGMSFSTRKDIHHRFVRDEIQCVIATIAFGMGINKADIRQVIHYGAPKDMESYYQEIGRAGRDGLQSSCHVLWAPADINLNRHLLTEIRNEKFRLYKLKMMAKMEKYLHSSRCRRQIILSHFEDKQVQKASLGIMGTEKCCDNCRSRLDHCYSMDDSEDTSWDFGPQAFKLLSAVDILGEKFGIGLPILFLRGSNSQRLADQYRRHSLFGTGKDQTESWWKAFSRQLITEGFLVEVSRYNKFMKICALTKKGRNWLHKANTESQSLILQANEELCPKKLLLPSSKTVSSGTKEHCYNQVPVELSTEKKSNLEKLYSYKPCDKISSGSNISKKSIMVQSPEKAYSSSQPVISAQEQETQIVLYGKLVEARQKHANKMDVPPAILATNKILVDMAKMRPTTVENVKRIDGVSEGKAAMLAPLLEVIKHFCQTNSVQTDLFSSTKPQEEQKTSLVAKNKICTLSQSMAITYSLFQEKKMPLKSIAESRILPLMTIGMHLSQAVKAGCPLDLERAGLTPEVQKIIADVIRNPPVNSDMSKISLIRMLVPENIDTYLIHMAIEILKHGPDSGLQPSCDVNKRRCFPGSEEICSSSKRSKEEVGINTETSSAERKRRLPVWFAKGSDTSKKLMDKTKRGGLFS
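Primary qHTS, 1536-well format. 20 nM WRN + compound, 15 min RT; start with 100 nM forked fluorophore/quencher duplex, 2 mM ATP (final); kinetic read ex 525/em 598 nm.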
GLP-1R agonist = GLP-1 receptor (human) agonism. P43220. HEK293 GLP-1R CRE-luciferase, luminescence, 4-6 h; cells express a hypersensitive GLP-1R form. Potency, µM (top dose mostly 45.6 µM), for the others: at the top dose activation, actives largely listed as activators. AID 624172. 380,000 compounds, 0.007% hits; note: potency is the fitted concentration of half-maximal effect; % of control where 0% means no effect
D3 antag = D3 dopamine receptor (human) antagonism; P35462; D3R cells, DiscoveRx beta-arrestin luminescence, antagonist mode; active compounds read low; max response, negative = inhibition, %; 360,000 compounds, 2.5% hits; AID 652054; in the data active = max response below about -50%; inconclusive = no clear call, values can overlap the other calls; note: % is set by controls: 0 for no effect and ±100 for the full control effect; mostly tested at two doses, the higher about 12 µM
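Cells plated overnight at 1500 cells/well, then exposed to library compounds with dopamine controls for 90 minutes at 37 degrees C. DiscoveRx reagent added for 30–60 minutes at room temperature; luminescence read, quantitative HTS format.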
HEK293 tox = cytotoxicity counter-screen for GLP-1 receptor inverse agonists. HEK293 cAMP-luciferase reporter cells, luminescence, 24 h. Potency, µM (titrated, usually from 38.3 µM), for inactives: at the top dose activity change, negative = inhibition, most hits filed as inhibitors. 410,000 compounds, 0.13% hits;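 note: loss of luciferase light is scored as toxicity; potency is the fitted concentration of half-maximal effect; % is set by controls: 0 for no effect and ±100 for the full control effect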
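Compound-treated cells are incubated 24 hr at 37 deg C under 5% CO2 after a 12 hour attachment period, then luciferase detection reagent is added and luminescence is measured following 12 min at room temperature; lowered signal indicates toxicity.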
GLP-1R inv ag = GLP-1 receptor (human) inverse agonism; P43220; HEK293 GLP-1R CRE-luciferase, luminescence, 24 h; GLP-1R form is constitutively active; Potency, µM (highest dose often 38.3 µM), for inactives: at the top dose activity change, negative = inhibition, hits mostly inhibitors; AID 624417; 410,000 compounds, 1.6% hits; note: potency is the fitted concentration of half-maximal effect; % is set by controls: 0 for no effect and ±100 for the full control effect; nearly all actives have a fitted effect of over 55% in size
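GLP-1R inverse agonism mode: basal reporter luminescence in engineered HEK293 cells measured after one day of compound exposure at 37 deg C, with a 12 min room-temperature detection step.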
IL-2 act = activates IL-2 in a cell-based reporter assay. IL-2 activation reporter assay, cell-based qHTS; stimulated with anti-CD3/CD4/CD28 beads; in transgenic mouse T cells. activation, % (series mostly up to about 46 µM). 360,000 compounds, 0.065% hits. AID 652025; in the data active = activation above about 50%; inconclusive = mostly about 30% to 49%; note: 0% is about no effect
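Screening format: compound pinned onto unstimulated transgenic mouse T cells, 60 min incubation, then anti-CD3/anti-CD4/anti-CD28 bead stimulation for 18 hours at 37 degrees C, followed by EGFP and DsRed detection.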
* marks the source's active call; other numbers are inactive results; u = inconclusive; x = no result given; [ ] = remark or other dose. Unless noted, calls come from the whole dose curve; as a rule, active = well fitted curve in the direction sought with a large enough effect; inconclusive = small, poorly fitted or top-dose-only effect, or another doubt; inactive = no such curve, though single readings can be large; an effect the other way counts as inactive or inconclusive.

SMILES	DRD3 agonist	PLK1 PBD block	PI5P4K alpha inh	WRN inhibitor	GLP-1R agonist	D3 antag	HEK293 tox	GLP-1R inv ag	IL-2 act
O=C(CN1C(=O)C2CC=CCC2C1=O)Nc1ccc(F)c(Cl)c1 (stereo not given)	-6	-2%	-9	-1%	4%	-6	2%	-31%	-1.8
C/C(=N\OC(=O)c1cccc(Cl)c1)c1sc(C)nc1C	4	-10%	5	u	11%	21	9%	0%	-1.8
COc1ccc(C(=O)Nc2ccc(F)cc2F)cc1	-3	-2%	x	-1%	-1%	10	-4%	0%	1.6
CN(C1CCCCC1)S(=O)(=O)c1cn(C)c(=O)n(C)c1=O	-4	-7%	1	-6%	-6%	-5	3%	-10%	-0.7
COc1ccc([C@H]2CC(=O)C=C(c3cccc(OC)c3)C2)cc1	-9	3%	-1	2%	-1%	-6	8%	-23%	-0.4
Cc1[nH]n(-c2ccccc2)c(=O)c1/C=N/N1C(=O)c2cccc3cccc(c23)C1=O	6	-17%	-6	-12%	6%	3	u	13µM*	1.7
CCOc1ccc(CCNC(=O)C2CCCN(S(=O)(=O)N3CC(C)CC(C)C3)C2)cc1OCC (stereo not given)	-5	-5%	1	5%	2%	6	9%	9%	-2.9
Cn1c(=O)oc2cc(S(=O)(=O)N3CCCC(C(=O)N4CCc5ccccc5C4)C3)ccc21 (stereo not given)	-6	-12%	-4	-3%	15%	u	7%	5%	-4.4
O=C(COC(=O)C1CC2C=CC1C2)Nc1ccccc1[N+](=O)[O-] (stereo not given)	-1	-2%	-4	0%	4%	14	-16%	-16%	-0.3
Cc1ccsc1/C=C1/SC(=O)N(CC(=O)N2CCCC2)C1=O	1	-5%	0	8%	2%	12	-5%	21%	-3.9
Cc1ccc(CN2CCN(Cc3ccc4cc(F)ccc4n3)CC2CCO)o1 (stereo not given)	-3	-14%	-8	10%	1%	5	49%[activator]	-2%	-2.0
N#C/C(=C\c1ccc(N2CCCCC2)o1)C(N)=O	0	88%[activator]	-4	-3%	21%	-4	6%	34%[activator]	1.7
Cc1[nH]c2ccc(F)cc2c1CCN(Cc1ccncc1)C(=S)Nc1ccccc1	4	2%	2	-4%	12%	1	-1%	u	-0.8
CCOC(=O)c1c(NC(=O)Cc2cccs2)sc(C(=O)N2CCCCC2)c1C	-2	-1%	-2	-4%	7%	16	-11%	u	0.1
CC(C)C(OC(=O)C1=Cc2ccccc2OC1)C(=O)NCC1CCCO1 (stereo not given)	6	21µM*	u	-6%	8%	7	222%[activator]	13%	-3.6
CCn1c(-c2ccncc2)n[nH]c1=S	-7	-6%	-1	-7%[57.1 µM]	1%	1	0%	18%	-3.4
Cc1ccccc1N/C=C/C(=C(C#N)C#N)N(C)C	7	-4%	x	-3%	-1%	4	-14%	-12%	0.3
CCOc1ccccc1C(=O)Nc1c[nH]c(=O)[nH]c1=O	14	8%	0	-4%[57.1 µM]	13%	19	2%	63%[activator]	-2.8
CC(C)C(=O)Nc1ccc2c(c1)C(=O)N(CCC(=O)O)C2=O	-5	-13%	0	3%	-4%	8	21%	0%	0.2
CCOC(=O)C1CN(S(=O)(=O)c2cccs2)c2ccc(CC(=O)OC)cc2O1 (stereo not given)	11	-8%	7	-3%	5%	5	-5%	-2%	-0.2
CS(=O)(=O)N1CCN(c2nc(-c3ccccc3)cs2)CC1	5	0%	9	-1%	20%	11	19%	54%[activator]	0.0
NC(=O)c1ccc[n+](CC(=O)Nc2ccccc2C(=O)O)c1	-8	u	1	11%	2%	-5	2%	8%	-0.5
Cc1ccc(C(=O)Nc2cc(=O)n(C)c(=O)n2C)cc1C	2	-2%	-2	3%	8%	-6	-24%	15%	-1.3
CCOC(=O)C1CCN(C(=O)Nc2ccc3snnc3c2)CC1	-2	-19%	12	1%	2%	0	9%	16%	-0.3
Cc1nn(-c2ccc(Cl)cc2)c2sc(C(=O)N3CCN(c4ccccn4)CC3)cc12	8	-6%	13	-8%	-4%	0	-13%	-14%	1.6
SMILES	DRD3 agonist	PLK1 PBD block	PI5P4K alpha inh	WRN inhibitor	GLP-1R agonist	D3 antag	HEK293 tox	GLP-1R inv ag	IL-2 act
COc1ccc(O)c(C(=O)c2cc(C#N)c(=O)n(CCN3CCOCC3)c2)c1	4	-4%	1	2%	-10%	0	-7%	0%	0.0
CC1(C)CC(=O)N(c2cc(Cl)ccc2Cl)C(=O)C1	-3	-6%	1	2%	1%	-11	-9%	-24%	-1.6
O=C1CC(c2ccccc2Cl)CC(O)=C1C=Nc1ccccc1 (stereo not given)	-7	2%	-5	1%	0%	-20	-11%	u	-3.2
O=C(NCCCN1CCCC1=O)c1cccc(S(=O)(=O)NCc2ccccc2)c1	10	-2%	7	-12%	-5%	-4	6%	3%	0.8
O=C(O)CCc1nc(-c2cccs2)no1	-5	-9%	1	6%	2%	-23	-6%	1%	-1.5
CCOC(=O)c1c(C)[nH]c(C)c1S(=O)(=O)N1c2ccccc2CC1C (stereo not given)	-1	-3%	5	1%	-8%	-18	39%[activator]	u	0.3
NS(=O)(=O)c1cccc(NC(=O)COc2ccc([N+](=O)[O-])cc2)c1	7	-3%	2	-7%	-8%	2	-1%	-13%	-2.5
COc1cc(NC(=O)CN2CCCCC2)c(C)cc1[N+](=O)[O-]	-1	-9%	2	-2%	2%	-3	-2%	-8%	3.8
O=C1CCC(C(=O)N2CCC(O)(c3ccccc3)CC2)CN1CCc1ccccc1 (stereo not given)	3	5%	-4	-14%	1%	u	0%	-3%	-2.7
COc1ccccc1CN1CCNC(=O)C1CC(=O)NC1CCCCCC1 (stereo not given)	-8	-5%	-11	1%	1%	-22	-11%	-5%	1.2
CC1Cc2ccccc2N1C(=O)CCn1c(=O)oc2ccccc21 (stereo not given)	3	-5%	1	3%	-2%	16	-6%	-27%	-0.1
CCn1nc(NC(=O)c2ccco2)c2cc3ccc(C)cc3nc21	3	-2%	-3	-5%	14%	23	160%[activator]	11%	-0.2
O=C(Cn1cncn1)c1ccccc1Br	4	1%	-2	-4%	14%	23	5%	24%	-2.7
COCCN(C(=O)CSc1nnc(-c2ccccc2F)n1C)c1c(N)n(Cc2ccccc2)c(=O)[nH]c1=O	-12	-7%	3	0%[57.1 µM]	0%	-14	-12%	5%	3.1
CC(=O)Nc1nc(-c2ccccc2)ns1	2	-3%	x	-6%	18%	-16	14%	6%	13
CC(C)(C)C1CCc2c(C(=O)NNC(=O)CCC(=O)O)csc2C1 (stereo not given)	-5	-3%	-3	-14%	1%	4	0%	0%	0.0
COc1cccc(C2=NOC(C(=O)NC(C)C)C2)c1 (stereo not given)	0	0%	x	9%	-11%	-26	-3%	2%	-2.8
COc1ccc2[nH]c(=O)c(C(c3nnnn3CC3CCCO3)N3CCCCC3)cc2c1 (stereo not given)	7	-5%	8	5%	4%	1	-3%	-3%	1.2
COC(=O)C1C(=O)CC(C)(O)C(C(=O)OC)C1/C=C/c1ccccc1 (stereo not given)	-8	-7%	-4	-4%	-1%	12	9%	1%	1.3
O=C(Nc1cccc(Cl)c1Cl)C1CCCC1	5	-5%	3	5%	6%	6	8%	-9%	3.5
CCN(CC)Cc1c(O)ccc2c(=O)c(-c3ccc4c(c3)OCCO4)coc12	-2	1%	0	-10%	14%	u	17%	-10%	-0.2
Cc1ccc(OCCn2nc3ccccc3n2)c(C)c1	-3	-11%	11	-5%	0%	10	4%	-32%	-3.0
CCn1c(-c2ccccc2Cl)nn(CC(=O)Nc2ccccc2C)c1=S	7	-2%	-1	2%	3%	0	-8%	-17%	-0.3
O=C(CCC(=O)c1cccs1)OCC(=O)c1ccc(F)cc1	-4	2%	0	-26%	-6%	21	1%	14%	-1.0
Cc1ccc(S(=O)(=O)Oc2ccc(/C=N/NC(=O)c3c(Cl)cnn3C)cc2)cc1	0	2%	10	0%	-8%	-9	-9%	-19%	-3.0
SMILES	DRD3 agonist	PLK1 PBD block	PI5P4K alpha inh	WRN inhibitor	GLP-1R agonist	D3 antag	HEK293 tox	GLP-1R inv ag	IL-2 act
O=C(N/N=C1/CCSC1)c1cccc([N+](=O)[O-])c1	1	6%	-13	-7%	0%	-10	u	u	-5.5
C/C(CCC(C)C)=N\NC(=S)NCc1ccccc1	-8	-6%	-2	-1%	-1%	0	-16%	u	-0.7
O=C(NC1CC1)c1ccc2c(Cl)c3c(nc2c1)CCCC3	0	-6%	-1	-4%	21%	11	-27%	17%	-0.2
COc1cccc(-c2ccc3c(N)c(C(=O)NCc4ccc(Cl)cc4)sc3n2)c1	7	x	x	x	-4%	x	226%[activator]	u	x
CN(CC(=O)Nc1cccc(S(=O)(=O)N(C)C)c1)Cc1ccccc1	-10	-2%	1	13%	16%	9	1%	23%	-0.6
CCCn1c(N)c(N(CCOC)C(=O)CSCC(=O)Nc2ccc(C)cc2)c(=O)[nH]c1=O	-1	1%	-5	9%	0%	-11	3%	4%	-0.2
CC1(C(=O)Nc2cccc(Oc3ccccc3)c2)CCN1Cc1cc2ccccc2o1 (stereo not given)	0	-1%	24	-9%	15%	9	6%	u	-0.7
COCCn1nnnc1C(c1cc2ccc(OC)cc2[nH]c1=O)N1CCN(C2CCCCC2)CC1 (stereo not given)	-3	-1%	x	-1%	-10%	-20	-21%	0%	2.2

6 compounds drawn at random from those above, as already listed:
SMILES	DRD3 agonist	PLK1 PBD block	PI5P4K alpha inh	WRN inhibitor	GLP-1R agonist	D3 antag	HEK293 tox	GLP-1R inv ag	IL-2 act
O=C(N/N=C1/CCSC1)c1cccc([N+](=O)[O-])c1	1	6%	-13	-7%	0%	-10	u	u	-5.5
COCCn1nnnc1C(c1cc2ccc(OC)cc2[nH]c1=O)N1CCN(C2CCCCC2)CC1 (stereo not given)	-3	-1%	x	-1%	-10%	-20	-21%	0%	2.2
C/C(CCC(C)C)=N\NC(=S)NCc1ccccc1	-8	-6%	-2	-1%	-1%	0	-16%	u	-0.7
CN(CC(=O)Nc1cccc(S(=O)(=O)N(C)C)c1)Cc1ccccc1	-10	-2%	1	13%	16%	9	1%	23%	-0.6
COc1cccc(-c2ccc3c(N)c(C(=O)NCc4ccc(Cl)cc4)sc3n2)c1	7	x	x	x	-4%	x	226%[activator]	u	x
CC1(C(=O)Nc2cccc(Oc3ccccc3)c2)CCN1Cc1cc2ccccc2o1 (stereo not given)	0	-1%	24	-9%	15%	9	6%	u	-0.7
